Source: PubChem BioAssay
bovine MsrA act – bovine MsrA enzyme activators, primary screen, biochemical, absorbance, HTS; Methionine sulfoxide reductase A (Bos taurus); AID 602163, 2012; activation, % at 10.6 µM; actives 0.3% (n = 360,000); purified bovine MsrA, absorbance read-out; in the data active = activation above about 7.5%;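 note: 0% = vehicle and 100% = reference activator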
eLon inh – inhibitors of E. coli Lon protease, primary screen, biochemical, fluorescence polarization | P0A9M0 | purified E. coli Lon protease | inhibition, % at 7.94 µM | actives 0.42% (n = 360,000); in the data active = inhibition above about 13%, passing the limit was not always enough;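 note: 0% = enzyme with probe and DMSO and 100% = no enzyme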
MLLE-PAM2 inh – inhibitors of PABP1 MLLE–PAM2 peptide binding, primary screen, biochemical, fluorescence polarization, FITC-PAM2, GST-MLLE. Polyadenylate-binding protein 1 (Homo sapiens), P11940. inhibition, % at 20 µM. actives 0.36% (n = 360,000); in the data active = inhibition above about 35%, passing the limit was not always enough;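 note: plate controls were DMSO wells with GST-MLLE for no effect and wells lacking GST-MLLE protein for full effect; some results filed as inactive read as strong as hits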
Tb MetRS inh – T. brucei MetRS inhibitors, primary screen, biochemical, luminescence; methionyl-tRNA synthetase (Trypanosoma brucei brucei); purified T. brucei MetRS, ATP depletion, Kinase-Glo luminescence; inhibition, % at 11.9 µM; actives 0.4% (n = 360,000); AID 624268, 2012;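 active = inhibition above a per-plate cutoff of the control wells' mean inhibition plus 3 SD, cut at about 5.5% in these data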;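 note: 0% = DMSO wells median and 100% = median of wells with control inhibitor compound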
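Dosing: 11.9 µM single point; system: parasite MetRS enzyme; technique: luminescence of leftover ATP; times: 15 min enzyme-compound preincubation, 2 h reaction, 10 min detection, 25 °C; replicates: each compound tested once; read-out basis: percent inhibition relative to median high and low control wells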
Neddylation inh – inhibitors of cullin neddylation, primary screen, biochemical, TR-FRET, uHTS, NAE and Ubc12; actives 0.58% (n = 360,000); NEDD8-conjugating enzyme Ubc12 (Homo sapiens) + NEDD8-activating enzyme E1 regulatory …; calls only at 25 µM; in the data active = inhibition above about 36%
Target sequence (P61081 whole entry, looked up): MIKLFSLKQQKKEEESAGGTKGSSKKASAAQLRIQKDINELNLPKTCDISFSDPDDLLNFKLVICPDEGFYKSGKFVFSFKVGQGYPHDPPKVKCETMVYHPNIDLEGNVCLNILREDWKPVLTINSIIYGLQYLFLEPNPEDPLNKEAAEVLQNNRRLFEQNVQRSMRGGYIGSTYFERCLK
Target sequence (Q13564 whole entry, looked up): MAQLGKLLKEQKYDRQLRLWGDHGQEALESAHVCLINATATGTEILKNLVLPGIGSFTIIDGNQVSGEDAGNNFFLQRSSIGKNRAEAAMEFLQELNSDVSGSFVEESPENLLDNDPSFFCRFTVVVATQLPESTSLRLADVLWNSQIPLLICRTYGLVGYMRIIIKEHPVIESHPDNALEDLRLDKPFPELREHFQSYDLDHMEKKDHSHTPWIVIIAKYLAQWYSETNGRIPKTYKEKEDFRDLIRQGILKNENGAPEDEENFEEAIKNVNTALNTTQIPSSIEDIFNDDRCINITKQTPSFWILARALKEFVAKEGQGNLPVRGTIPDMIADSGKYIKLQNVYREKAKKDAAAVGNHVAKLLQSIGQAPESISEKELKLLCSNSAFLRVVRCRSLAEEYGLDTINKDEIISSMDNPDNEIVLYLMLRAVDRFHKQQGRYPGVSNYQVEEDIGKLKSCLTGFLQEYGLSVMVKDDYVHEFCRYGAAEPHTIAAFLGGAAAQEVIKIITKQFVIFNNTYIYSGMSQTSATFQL
FAS TE block – FAS thioesterase domain inhibitors, primary screen, biochemical, fluorescence intensity, uHTS. Fatty acid synthase (Homo sapiens), P49327. recombinant FAS-TE, OMFH fluorogenic substrate, fluorescence endpoint. inhibition, % at 15 µM. actives 0.67% (n = 360,000);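 active = compounds whose normalised, plate-corrected inhibition of enzyme fluorescence in the single-dose primary screen is 50% or more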;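 note: 0% = DMSO with enzyme and 100% = substrate without enzyme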
CSN inh – inhibitors of CSN-mediated cullin deneddylation, primary screen, biochemical, fluorescence polarization, uHTS. COP9 signalosome complex subunit 5 (Homo sapiens), Q92905. Purified CSN, SCF-Nedd8-OG deneddylation. inhibition, % at 12.5 µM. actives 0.38% (n = 360,000). AID 651999, 2013;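 active = pattern-corrected inhibition above about 35%, with an unprinted fluorescence ratio check between 0.5 and 1.5, limit read from the data, passing the limit was not always enough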;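 note: 0% = enzyme with substrate and 100% = substrate without enzyme; some results filed as inactive read as strong as hits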
Target sequence (Q92905 whole entry, looked up, one chain of several): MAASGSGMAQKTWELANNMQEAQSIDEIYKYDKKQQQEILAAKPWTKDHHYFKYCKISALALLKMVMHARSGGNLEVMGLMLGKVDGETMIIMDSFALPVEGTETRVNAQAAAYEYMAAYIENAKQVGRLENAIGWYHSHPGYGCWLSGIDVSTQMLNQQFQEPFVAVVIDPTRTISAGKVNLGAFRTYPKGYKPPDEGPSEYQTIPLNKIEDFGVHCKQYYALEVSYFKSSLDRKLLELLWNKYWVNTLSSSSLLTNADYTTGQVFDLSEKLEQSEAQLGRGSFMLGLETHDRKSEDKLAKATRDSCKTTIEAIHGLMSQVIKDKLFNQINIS
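Assay system: purified human Csn5 enzyme expressed in HEK293T cells; measure: % inhibition; also added: SCFSkp2-Nedd8OG substrate at 10 nM final; technique: fluorescence polarization; times: reaction 90 min, room temperature; medium: Tris buffer pH 7.5, NaCl, DTT, Tween-20, trehalose, ovalbumin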
Rin1-Abl PPI inh – inhibitors of Rin1-Abl protein binding, primary screen, biochemical, TR-FRET; Tyrosine-protein kinase ABL1 (Homo sapiens) + Ras and Rab interactor 1 (Homo sapiens), …; inhibition, % at 7.35 µM; actives 0.4% (n = 360,000); in the data active = inhibition above about 5%, passing the limit was not always enough
MsrA inhibitor – bovine MsrA enzyme inhibitors, primary screen, biochemical, absorbance, HTS | purified bovine MsrA, absorbance read-out | actives 0.75% (n = 360,000) | Methionine sulfoxide reductase A (Bos taurus) | inhibition, % at 15.5 µM; in the data active = inhibition above about 4.5%;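 note: 0% = vehicle wells with enzyme and 100% = reference inhibitor wells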
* hit, by the source's call; i = inactive; nt = not tested or not shown.

#1 Cc1ccc2nc(Cl)c(/C=N/NC(=O)[C@H]3C[C@@H]3c3ccccc3)cc2c1
#2 C[C@@H](C(=O)OCC(=O)Nc1cc(S(=O)(=O)N2CCOCC2)ccc1Cl)N1C(=O)C2CCCCC2C1=O (some centres undefined)
#3 CCOC(=O)Cc1csc(NC(=O)COc2cc(C)cc(C)c2)n1
#4 Cc1ccc(CNC(=O)CN2C(=O)CSc3ccc(S(=O)(=O)N4CCCCC4)cc32)cc1
#5 Cc1ccc(C2Nc3ccccc3-c3nc4ccccc4n32)o1 (centres undefined)
#6 CCOc1ccccc1Oc1nc(-c2ccccc2O)nc2ccccc12
#7 CCOC(=O)C1=C(C)N(C[C@@H]2CC[C@@H](Cc3ccc(-c4ccccc4)cc3)O2)C(=O)NC1c1ccc(C(F)(F)F)cc1 (some centres undefined)
#8 CCCCCCCCC(=O)N1CCN(c2cc3c(cc2F)c(=O)c(C(=O)O)cn3CC)CC1

Assay by compound,1,2,3,4,5,6,7,8
bovine MsrA act,-1.7,-1.9,-1.8,-3.4,0.2,-1.0,-2.9,-0.7
eLon inh,-0.1,-7.7,-3.5,-4.2,-4.5,-12.8,-3.5,7.8
MLLE-PAM2 inh,-9.2,-8.6,-2.2,-14.3,-7.8,1.0,2.7,-1.2
Tb MetRS inh,-0.6,0.1,-0.7,-0.2,-0.5,0.7,-1.1,3.3
Neddylation inh,i,i,i,i,nt,i,i,i
FAS TE block,12.4,-5.2,5.1,12.7,15.1,13.2,13.3,-6.7
CSN inh,1.9,-2.6,-9.7,6.4,-1.1,2.4,0.0,-3.8
Rin1-Abl PPI inh,1.9,-1.4,-0.1,-1.1,1.5,1.8,0.7,0.4
MsrA inhibitor,2.4,-1.1,0.9,0.2,0.4,1.0,0.6,-0.4

#9 COCCNc1nc(NCc2cc(-c3ccc(OC)cc3)no2)c2sccc2n1
#10 COc1ccc(S(=O)(=O)N2CC3CCCN3c3ccc(C(F)(F)F)cc32)cc1 (centres undefined)
#11 O=C1CC(N2CCN(c3ccc(Cl)cc3)CC2)C(=O)N1c1ccccc1 (centres undefined)
#12 Cc1ccccc1S(=O)(=O)NC(=O)C1(C)CCN1C(=O)CCc1cccs1 (centres undefined)
#13 CCOC(=O)c1c(-c2ccccc2)nnn1-c1nc(OCC)nc(N2CCCCC2)n1
#14 c1ccc(C[C@H]2CN=C(Nc3ccccc3)N2CCCC2CCCC2)cc1
#15 Cc1ccc(S(=O)(=O)N2CCOCC2)cc1NC(=O)COc1ccc(C(=O)c2ccccc2)cc1
#16 O=C(Nc1cccc(S(=O)(=O)NC2=NCCCCC2)c1)c1cc(-c2ccncc2)nc2ccccc12

Assay by compound,9,10,11,12,13,14,15,16
bovine MsrA act,-4.2,-5.7,-4.3,-7.0,-3.5,0.0,-2.1,-0.9
eLon inh,6.5,-0.8,-10.8,-2.2,-1.2,-10.2,-4.6,-10.5
MLLE-PAM2 inh,6.2,-32.0,-8.5,1.2,3.0,8.7,-17.1,-21.2
Tb MetRS inh,0.2,-0.6,-0.1,0.1,-0.6,0.6,-0.3,-0.2
Neddylation inh,i,i,i,i,i,i,i,i
FAS TE block,-4.2,31.2,1.8,-9.5,21.6,-106.3,15.4,-1.8
CSN inh,-2.7,2.5,-9.9,2.3,5.5,0.9,-1.7,8.6
Rin1-Abl PPI inh,-2.7,-1.5,-0.7,-0.9,3.1,3.5,-0.9,0.2
MsrA inhibitor,-0.2,0.9,0.4,-0.6,1.0,nt,0.0,1.0

#17 NC(=O)c1nsc(C(=O)N(c2cccc(F)c2)C(C(=O)NCC2CCCO2)c2cccs2)c1N (centres undefined)
#18 Cc1cnc(NC(=O)CSc2nnc(CNc3ccc(F)cc3)n2CC2CCCO2)s1 (centres undefined)
#19 N#C/C(=C\c1ccc[nH]1)Sc1nc2ccccc2s1
#20 CSc1nc2c(c(=O)[nH]c(=O)n2C)n1CCCc1ccccc1
#21 CC(C)(C)CC(C)(C)c1ccc(OCC(=O)N/N=C/c2ccc(S(=O)(=O)O)o2)cc1
#22 CN1CCN(C(=S)c2ccc(OCC(=O)Nc3cccc(C(F)(F)F)c3)cc2)CC1
#23 COc1ccc(OC)c(-c2cc(C(=O)O)c3cc4ccccc4cc3n2)c1
#24 Cc1ccc(Cn2c(-c3nonc3N)nc3ccccc32)cc1

Assay by compound,17,18,19,20,21,22,23,24
bovine MsrA act,-2.6,-2.2,-4.8,-2.1,-4.2,0.9,-1.7,-9.6
eLon inh,0.7,-7.6,-4.0,-4.9,2.3,-3.9,-0.3,-6.6
MLLE-PAM2 inh,-2.6,6.0,-3.5,-102.5,-9.8,21.4,-20.1,-6.0
Tb MetRS inh,-0.9,-0.7,0.2,-0.3,0.4,-0.2,-0.3,-1.7
Neddylation inh,nt,i,i,i,i,i,i,i
FAS TE block,6.0,-6.6,8.1,-0.8,-6.0,-2.4,-3.9,20.3
CSN inh,-6.2,-0.7,-5.1,0.0,-2.4,-0.4,2.4,1.9
Rin1-Abl PPI inh,-0.9,1.1,0.5,4.2,0.5,1.2,-4.7,-0.7
MsrA inhibitor,0.2,-0.1,0.8,-0.6,-0.9,-0.4,1.4,0.3

#25 O=C(N/N=C/c1cccc(Br)c1)c1ccc(Br)cc1
#26 CN(Cc1nccs1)C(=O)c1ccc2nc(Cc3ccccc3F)oc2c1
#27 CCCNc1nc2c(c(=O)n(C)c(=O)n2C)n1CCc1ccccc1
#28 CC(C)NC(=O)NC(=O)COC(=O)c1ccccc1Oc1ccccc1
#29 Cc1ccccc1N=C1SCCN1C(=O)CN1C(=O)NC2(CCCC2)C1=O
#30 CC(C)CNS(=O)(=O)c1ccc(CCC(=O)N2CCN(Cc3ccc4c(c3)OCO4)CC2)cc1
#31 CC1CCCCN1C(=O)Cn1cc(C#N)c2ccccc21 (centres undefined)
#32 CCC(=O)N1CCC1(C)C(=O)Nc1ncc(C)s1 (centres undefined)

Assay by compound,25,26,27,28,29,30,31,32
bovine MsrA act,-5.7,-6.8,-7.9,-0.8,1.4,-4.2,-0.3,-0.9
eLon inh,0.5,-9.8,-1.2,-4.5,-3.6,-3.2,-2.4,-4.4
MLLE-PAM2 inh,-2.9,0.7,8.8,0.3,-8.7,-4.1,0.1,-9.3
Tb MetRS inh,-0.1,0.3,-0.2,0.1,-0.1,-0.5,0.4,0.3
Neddylation inh,i,i,i,i,i,i,i,i
FAS TE block,1.2,-4.9,-4.5,2.8,-2.5,-0.1,-3.6,-8.5
CSN inh,14.2,1.8,-2.7,-0.5,2.7,7.3,0.3,-4.5
Rin1-Abl PPI inh,0.9,2.3,2.3,2.7,-1.2,2.6,2.5,3.2
MsrA inhibitor,0.8,0.6,-1.1,-0.8,-1.3,-0.1,0.3,0.3

#33 CCOC(=O)N1CCC(NS(=O)(=O)c2ccc3c(c2)oc(=O)n3C)CC1
#34 CCc1nnc(NC(=O)CCC(=O)Nc2ccc(Cl)cc2)s1
#35 COc1ccc(OC)c(S(=O)(=O)N2CCN(c3ccc(F)cc3)CC2)c1
#36 CN(Cc1ccccc1)S(=O)(=O)c1ccc(NS(=O)(=O)Cc2ccccc2)cc1
#37 Cc1ccc(S(=O)(=O)NN2C(=O)/C(=C/c3cccc(F)c3)SC2=S)cc1
#38 O=C(COc1ccc(CO)cc1)Nc1ccc(F)cc1
#39 CCOc1ccc(C(C)=O)cc1CSc1nnc(-c2cccs2)n1CC1CCCO1 (centres undefined)
#40 O=S(=O)(NC(=NCc1ccccc1)c1ccccc1F)c1ccccc1

Assay by compound,33,34,35,36,37,38,39,40
bovine MsrA act,-14.8,-5.7,-5.0,-7.1,-0.9,-4.7,-0.4,-1.6
eLon inh,-29.3,-4.0,4.7,-2.2,-1.2,-4.6,-2.7,-1.2
MLLE-PAM2 inh,-0.5,2.0,-4.8,2.3,9.4,1.6,-20.6,10.1
Tb MetRS inh,-1.4,0.0,0.0,-1.1,0.1,-0.6,0.0,-0.3
Neddylation inh,i,i,i,i,i,i,i,i
FAS TE block,-20.5,-1.6,19.8,13.1,18.9,-3.3,0.3,3.2
CSN inh,12.3,3.6,-2.8,0.8,0.8,-1.8,2.6,1.2
Rin1-Abl PPI inh,2.3,2.3,1.1,-0.4,-0.2,0.1,0.7,-1.1
MsrA inhibitor,1.2,0.1,0.3,-0.6,2.9,-1.3,-0.3,0.7

Reprinted at random: 4 entries already listed, in no set order.
#39 CCOc1ccc(C(C)=O)cc1CSc1nnc(-c2cccs2)n1CC1CCCO1 (centres undefined)
#33 CCOC(=O)N1CCC(NS(=O)(=O)c2ccc3c(c2)oc(=O)n3C)CC1
#37 Cc1ccc(S(=O)(=O)NN2C(=O)/C(=C/c3cccc(F)c3)SC2=S)cc1
#34 CCc1nnc(NC(=O)CCC(=O)Nc2ccc(Cl)cc2)s1

Assay by compound,39,33,37,34
bovine MsrA act,-0.4,-14.8,-0.9,-5.7
eLon inh,-2.7,-29.3,-1.2,-4.0
MLLE-PAM2 inh,-20.6,-0.5,9.4,2.0
Tb MetRS inh,0.0,-1.4,0.1,0.0
Neddylation inh,i,i,i,i
FAS TE block,0.3,-20.5,18.9,-1.6
CSN inh,2.6,12.3,0.8,3.6
Rin1-Abl PPI inh,0.7,2.3,-0.2,2.3
MsrA inhibitor,-0.3,1.2,2.9,0.1

Next records follow.
#41 Cc1ccc(C(C)C)c2oc(=O)cc(-c3ccc(-c4ccc(C(F)(F)F)cc4)cc3)c12
#42 CCCC(c1nnnn1Cc1ccco1)N1CCN(c2cc(Cl)ccc2C)CC1 (centres undefined)
#43 COc1ccc(/C=C\C(=O)c2c(O)ccc3c(C)cc(=O)oc23)cc1OC
#44 O=C(COC(=O)COc1ccc(Cl)cc1Cl)Nc1cccnc1Cl
#45 COc1ccccc1Nc1nc2nonc2[nH]c1=O
#46 CN(C)c1ccc(/C=C2\C(=N)N3N=C(CC(=O)N4CCCCC4)SC3=NC2=O)cc1
#47 O=C(Cn1cnc2cc([N+](=O)[O-])ccc2c1=O)NCc1ccc(Cl)cc1
#48 O=C(Cc1cccc(NC(=O)C2CCCN(C(=O)CCc3ccccc3)C2)c1)Nc1ccc(C(=O)N2CCOCC2)cc1 (centres undefined)

Assay by compound,41,42,43,44,45,46,47,48
bovine MsrA act,-7.4,-2.5,-3.5,-10.0,-9.1,-3.7,-1.7,2.1
eLon inh,-3.5,-5.3,-7.0,5.1,-5.4,-429.2,-3.9,9.2
MLLE-PAM2 inh,-6.3,6.0,20.2,0.2,0.4,-172.7,-28.6,-4.2
Tb MetRS inh,-2.2,-0.6,0.5,-0.7,2.1,-0.1,1.5,-0.5
Neddylation inh,i,i,i,i,i,i,i,i
FAS TE block,21.4,19.4,0.6,-10.0,-12.0,-38.7,31.6,-7.5
CSN inh,-6.4,0.2,4.7,-1.1,5.6,90.4*,-2.7,-0.1
Rin1-Abl PPI inh,-2.4,1.2,-1.4,-1.6,-2.6,-2.7,0.1,-1.9
MsrA inhibitor,0.5,1.0,5.2*,-0.7,3.2,0.8,0.0,1.0
